DT40 TDP1 CPT = qHTS for Inhibitors of human tyrosyl-DNA phosphodiesterase 1 (TDP1): qHTS in cells in presence of CPT; chicken DT40 Tdp1-/-;hTDP1 cells + 20 nM CPT, ATP luminescence, 48 h; Potency, µM (series often up to 46.2 µM), for inactives: top-dose activity change, negative = growth inhibition, hits mostly inhibitors; 12% of 420,000 active; AID 686979, 2013; note: nearly all actives have a fitted effect of over 55% in size
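Cell growth measured by CellTiter-Glo luminescence after a minimum 48 h, 37 C compound exposure with 20 nM CPT in Tdp1-knockout DT40 cells stably expressing hTDP1, seeded 400/well; qHTS titration format.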
KAT2A inh = qHTS Assay for Inhibitors of GCN5L2; Histone acetyltransferase KAT2A (Homo sapiens), Q92830; GCN5L2 HAT assay, ThioGlo1 CoA-SH fluorescence; Potency, µM (doses to about 58.9 µM), without a hit: top-dose activity change, negative = inhibition, hits mostly inhibitors; 0.21% of 390,000 active
Target sequence (Q92830 whole entry, looked up): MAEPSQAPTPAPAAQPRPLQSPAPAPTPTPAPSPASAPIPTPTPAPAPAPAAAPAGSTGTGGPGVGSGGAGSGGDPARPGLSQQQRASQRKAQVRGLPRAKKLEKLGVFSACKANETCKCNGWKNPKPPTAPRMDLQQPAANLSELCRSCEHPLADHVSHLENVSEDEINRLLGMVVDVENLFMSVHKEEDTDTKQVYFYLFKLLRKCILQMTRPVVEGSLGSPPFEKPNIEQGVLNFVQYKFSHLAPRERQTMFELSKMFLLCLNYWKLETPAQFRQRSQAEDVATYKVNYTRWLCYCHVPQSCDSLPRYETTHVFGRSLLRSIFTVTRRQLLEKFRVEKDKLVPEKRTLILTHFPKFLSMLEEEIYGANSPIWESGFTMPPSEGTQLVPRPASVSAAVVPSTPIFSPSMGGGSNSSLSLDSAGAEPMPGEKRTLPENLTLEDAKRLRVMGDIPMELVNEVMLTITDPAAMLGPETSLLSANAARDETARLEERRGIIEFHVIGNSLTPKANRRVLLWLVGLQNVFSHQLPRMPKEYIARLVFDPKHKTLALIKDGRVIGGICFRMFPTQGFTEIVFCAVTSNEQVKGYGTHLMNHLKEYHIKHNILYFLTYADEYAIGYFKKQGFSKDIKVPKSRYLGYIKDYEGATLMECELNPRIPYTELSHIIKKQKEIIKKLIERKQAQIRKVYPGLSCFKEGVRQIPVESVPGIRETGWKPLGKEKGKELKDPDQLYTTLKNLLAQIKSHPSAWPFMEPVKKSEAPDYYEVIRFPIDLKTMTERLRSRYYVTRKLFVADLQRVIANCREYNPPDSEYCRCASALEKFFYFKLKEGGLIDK
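ThioGlo1-coupled HAT assay: 20nM GCN5L2, 70uM acetyl-CoA, 75uM H3(1-25) peptide, pH 7.5. Fluorescence read at 340/540nm at start and after 20 min at room temperature.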
FEN1 inhibitor = qHTS Assay for the Inhibitors of Human Flap endonuclease 1 (FEN1). Potency, µM (series often up to 114 µM), inactives show at the highest dose activity change, negative = inhibition, actives largely listed as inhibitors. 0.35% of 390,000 active. Recombinant FEN1 flap cleavage, fluorescence, 15 min. P39748; note: nearly all actives have a fitted effect of over 65% in size
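With each library titrated from low to high concentration, compounds met 10 nM FEN1 for 15 min at room temperature before 50 nM substrate was added; readings at 0 and 15 min fed four-parameter Hill curve fits.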
The depositor's hits bear a star; & = joins results of further samples. Calls come from the whole dose curve; as a rule, active = well fitted curve in the direction sought with a large enough effect; inconclusive = small, poorly fitted or top-dose-only effect, or another doubt; inactive = no such curve, though single readings can be large; an effect the other way counts as inactive or inconclusive. % is set by controls: 0 for no effect and ±100 for the full control effect; potency is the fitted concentration of half-maximal effect.

Screening O=C(N/N=C/c1ccc([N+](=O)[O-])cc1)C(=O)N1CCCC1 returned DT40 TDP1 CPT -10%, KAT2A inh 2% and FEN1 inhibitor -1%.
`CN(CC(=O)Nc1ccc(F)cc1)C(=O)c1cn(-c2ccccc2)nc1-c1cccs1` gave DT40 TDP1 CPT inconclusive, KAT2A inh -6% and FEN1 inhibitor 9%.
`CCOC(=O)N1CCN(C(=O)CSc2nnc(-c3cc(OC)ccc3OC)o2)CC1` gave DT40 TDP1 CPT 15µM*, KAT2A inh 0% and FEN1 inhibitor 5%.
`Cc1nc(SCC(=O)Nc2c(C)n(C)n(-c3ccccc3)c2=O)n[nH]1` gave DT40 TDP1 CPT -10%, KAT2A inh -6% and FEN1 inhibitor -10%.
COCc1cccc(C2=CC(=O)C[C@H](c3ccc(F)cc3)C2)c1 was read as DT40 TDP1 CPT inconclusive, KAT2A inh -7% and FEN1 inhibitor 1%.
`Cc1cccc(NC(=O)c2sc(-c3ccccc3)nc2-c2ccc([N+](=O)[O-])cc2)c1` gave DT40 TDP1 CPT inconclusive, KAT2A inh -7% and FEN1 inhibitor -17%.
Screening CCc1nnc(NC(=O)c2nc(S(=O)(=O)Cc3ccccc3)ncc2Cl)s1 returned DT40 TDP1 CPT 18µM*, KAT2A inh 3% and FEN1 inhibitor 1%.
`Cc1ccccc1N1CCN(c2ncnc3c2cnn3Cc2ccc(Cl)cc2)CC1` gave DT40 TDP1 CPT 13µM*, KAT2A inh -8% and FEN1 inhibitor -5%.
For Cc1c(C=O)c2ccccc2n1CC(=O)N1CCc2ccccc2C1 the results were DT40 TDP1 CPT inconclusive, KAT2A inh -3% and FEN1 inhibitor 2%.
For CSc1ncc(Cl)c(C(=O)Nc2c(C(=O)Nc3cccc(Cl)c3)oc3ccccc23)n1 the results were DT40 TDP1 CPT -22%, KAT2A inh -3% and FEN1 inhibitor -2%.
`O=C(NCc1ccco1)c1cc(=O)c2ccccc2o1` gave DT40 TDP1 CPT -23%, KAT2A inh -3% and FEN1 inhibitor 0%.
O=C(Nc1cccc2c1[nH]c1ccccc12)C(F)(F)F was read as DT40 TDP1 CPT -4%, KAT2A inh -8% and FEN1 inhibitor 0%.
Screening O=C(NC1(C(=O)O)CCCC1)C(Cl)Cl returned DT40 TDP1 CPT 11% and FEN1 inhibitor -1%.
For Nc1ccc(-c2nc3nc(N)nc(N)c3nc2-c2ccc(N)cc2)cc1 the results were DT40 TDP1 CPT -6%, KAT2A inh -5% and FEN1 inhibitor -35%.
`O=C(COC(=O)CNC(=O)C1CCCCC1)Nc1ccc(Cl)cc1F` gave DT40 TDP1 CPT 2%, KAT2A inh -7% and FEN1 inhibitor 1%.
For Cc1ccc2[nH]c(=O)c3cc(C(=O)N(CCCOC(C)C)Cc4ccco4)sc3c2c1 the results were DT40 TDP1 CPT 23µM*, KAT2A inh -6%&-7% and FEN1 inhibitor inconclusive.
Screening NC(=O)c1ccccc1OCC(=O)NS(=O)(=O)c1ccc(Cl)cc1 returned DT40 TDP1 CPT -6%, KAT2A inh 1% and FEN1 inhibitor 7%.
`N#CCCN(C(=O)CSc1ccc2c(c1)OCCO2)c1ccc(F)cc1` gave DT40 TDP1 CPT inconclusive, KAT2A inh -3% and FEN1 inhibitor -7%.
`NCCCCCCNS(=O)(=O)c1cccc2ccccc12` gave DT40 TDP1 CPT 16µM*, KAT2A inh -10% and FEN1 inhibitor -17%.
Screening Cc1ccc(N2C(=O)c3[nH]nc(-c4ccc(Cl)cc4)c3C2c2ccc(F)cc2)cc1 (configuration not stated) returned DT40 TDP1 CPT 15µM*, KAT2A inh -14% and FEN1 inhibitor inconclusive.
For Cc1ccc2nc(-c3ccc(NC(=S)NC(=O)C(C)C)cc3)sc2c1 the results were DT40 TDP1 CPT -11%, KAT2A inh -11% and FEN1 inhibitor -2%.
Screening Cc1cccc(N2C(=O)C(O)=C(C(=O)c3cccs3)C2c2ccccc2)n1 (configuration not stated) returned DT40 TDP1 CPT -7%, KAT2A inh -8% and FEN1 inhibitor -4%.
Cc1cc(C)c(NC(=O)Nc2csc3c2CCCC3)c(C)c1 was read as DT40 TDP1 CPT -14%, KAT2A inh 0% and FEN1 inhibitor 4%.
For O=C(Cn1c(=O)sc2ccccc21)Nc1ccc(S(=O)(=O)N2CCCC2)cc1 the results were DT40 TDP1 CPT -22%, KAT2A inh -5% and FEN1 inhibitor 11%.
`Oc1cccc(Nc2nc(NCC3CCCO3)c3ccccc3n2)c1` (configuration not stated) gave DT40 TDP1 CPT 16µM*, KAT2A inh -3% and FEN1 inhibitor -28%.
Screening C=CCn1cnnc1SCC(=O)N(C)CC1COc2ccccc2O1 (configuration not stated) returned DT40 TDP1 CPT 1%, KAT2A inh -1% and FEN1 inhibitor 3%.
`C=CC[n+]1c(-c2ccc(Cl)cc2Cl)csc1Nc1ccc(NC(C)=O)cc1` gave DT40 TDP1 CPT inconclusive, KAT2A inh -18% and FEN1 inhibitor -31%.
Screening COc1ccc(NC(=O)[C@@H](NC(N)=O)C(C)C)cc1Cl returned DT40 TDP1 CPT -1%, KAT2A inh 0% and FEN1 inhibitor -1%.
For Cc1ccc(-c2cc(O)cc3sc(=O)oc23)cc1C the results were DT40 TDP1 CPT inconclusive, KAT2A inh -15% and FEN1 inhibitor -5%.
For CCNS(=O)(=O)c1ccc(CCC(=O)Nc2cc(Cl)ccc2Oc2ccccc2)cc1 the results were DT40 TDP1 CPT inconclusive, KAT2A inh -2% and FEN1 inhibitor -16%.

Entries shown so far with a nitro group on carbon, in the order listed:
Screening O=C(N/N=C/c1ccc([N+](=O)[O-])cc1)C(=O)N1CCCC1 returned DT40 TDP1 CPT -10%, KAT2A inh 2% and FEN1 inhibitor -1%.
`Cc1cccc(NC(=O)c2sc(-c3ccccc3)nc2-c2ccc([N+](=O)[O-])cc2)c1` gave DT40 TDP1 CPT inconclusive, KAT2A inh -7% and FEN1 inhibitor -17%.

Back to the main list with the four entries that preceded the break.
`C=CC[n+]1c(-c2ccc(Cl)cc2Cl)csc1Nc1ccc(NC(C)=O)cc1` gave DT40 TDP1 CPT inconclusive, KAT2A inh -18% and FEN1 inhibitor -31%.
Screening COc1ccc(NC(=O)[C@@H](NC(N)=O)C(C)C)cc1Cl returned DT40 TDP1 CPT -1%, KAT2A inh 0% and FEN1 inhibitor -1%.
For Cc1ccc(-c2cc(O)cc3sc(=O)oc23)cc1C the results were DT40 TDP1 CPT inconclusive, KAT2A inh -15% and FEN1 inhibitor -5%.
For CCNS(=O)(=O)c1ccc(CCC(=O)Nc2cc(Cl)ccc2Oc2ccccc2)cc1 the results were DT40 TDP1 CPT inconclusive, KAT2A inh -2% and FEN1 inhibitor -16%.
`CCOc1cc(CNn2cnnc2SCC(=O)NC(C)(C)C)ccc1OCC(=O)NC(C)(C)C` gave DT40 TDP1 CPT -6%, KAT2A inh -4% and FEN1 inhibitor 3%.
Cc1cccc(C(=O)O/N=C(\N)Cc2cccc3ccccc23)c1 was read as DT40 TDP1 CPT -9%, KAT2A inh inconclusive and FEN1 inhibitor -5%.
For COc1cccc(NC(=O)CSc2nncn2-c2ccccn2)c1 the results were DT40 TDP1 CPT -3%, KAT2A inh -3% and FEN1 inhibitor -2%.
For Cc1cc(Cl)ccc1OCC(=O)NN1C(=O)C2C3C=CC(C3)C2C1=O (configuration not stated) the results were DT40 TDP1 CPT 22%, KAT2A inh -11% and FEN1 inhibitor -1%.
Cc1nn(C)cc1S(=O)(=O)NCc1ccccc1Cl was read as DT40 TDP1 CPT 20%, KAT2A inh -9% and FEN1 inhibitor 19%.
O=C(CSc1ccccc1)NCc1cccnc1 was read as DT40 TDP1 CPT -13%, KAT2A inh 3% and FEN1 inhibitor 6%.
Screening COc1ccc([N+](=O)[O-])cc1NC(=O)C(C)OC(=O)c1ccccn1 (configuration not stated) returned DT40 TDP1 CPT 6%, KAT2A inh 3% and FEN1 inhibitor 8%.
For Cc1nn(CC(=O)NCc2cc3ccccc3[nH]2)c(C)c1[N+](=O)[O-] the results were DT40 TDP1 CPT -26%, KAT2A inh 0% and FEN1 inhibitor 13%.
Screening COc1ccc(S(=O)(=O)Nc2cccc(Cl)c2)cc1OC returned DT40 TDP1 CPT 5%, KAT2A inh -2% and FEN1 inhibitor -1%.
CN(C)S(=O)(=O)N1CCN(CC(=O)Nc2ccc(Br)cc2)CC1 was read as DT40 TDP1 CPT -13%, KAT2A inh 4% and FEN1 inhibitor 7%.
For CN(Cc1ccccc1)S(=O)(=O)c1ccc(Cl)c(C(=O)NCCCN2CCCC2=O)c1 the results were DT40 TDP1 CPT inconclusive and FEN1 inhibitor -2%.
For COc1ccccc1C(=O)Nc1ccc(S(=O)(=O)Nc2nccs2)cc1 the results were DT40 TDP1 CPT -2%, KAT2A inh -1% and FEN1 inhibitor 8%.
Screening CCN(CC)CCCN(C)C(=O)Cn1nc(Cc2ccncc2)c2ccccc2c1=O returned DT40 TDP1 CPT 29%, KAT2A inh -8% and FEN1 inhibitor -13%.
For CC(=O)Nc1ccc(S(=O)(=O)NCc2ccc3c(c2)cc(C)n3C)cc1 the results were DT40 TDP1 CPT -30%, KAT2A inh -20% and FEN1 inhibitor inconclusive.
`Cc1nc(C)c2c(=O)cc(-c3ccccc3)[nH]c2n1` gave DT40 TDP1 CPT 4.5µM*, KAT2A inh 1% and FEN1 inhibitor 10%.
For O=C(Nc1ccc(N2CCOCC2)cc1)C1CC(=O)N(c2ccc(F)cc2)C1 (configuration not stated) the results were DT40 TDP1 CPT 1%, KAT2A inh -1% and FEN1 inhibitor -7%.
For O=C(CSc1nc(=O)n(CCCN2CCOCC2)c2c1CCC2)Nc1ccc([N+](=O)[O-])cc1 the results were DT40 TDP1 CPT -1%, KAT2A inh -11% and FEN1 inhibitor 8%.
Screening CC1CCCN(S(=O)(=O)c2cccc(C(=O)OCC(=O)N(C)Cc3c(F)cccc3Cl)c2)C1 (configuration not stated) returned DT40 TDP1 CPT 0%, KAT2A inh -9% and FEN1 inhibitor -16%.
`O=C(Nc1ccc2c(c1)OCO2)c1ccc(N2C(=O)c3ccccc3C2=O)cc1` gave DT40 TDP1 CPT -5%, KAT2A inh -5% and FEN1 inhibitor 3%.
`CCOc1cc2[nH]c(=O)n(Cc3ccc(C(=O)NCCN(CC)CC)cc3)c(=O)c2cc1OCC` gave DT40 TDP1 CPT -22%, KAT2A inh -2% and FEN1 inhibitor 13%.
`CC(=O)N1CCN(CC(=O)NC(=O)Nc2ccc3c(c2)OCCO3)CC1` gave DT40 TDP1 CPT 3%, KAT2A inh 0% and FEN1 inhibitor 11%.
O=C(Nc1ccc(Cc2ccncc2)cc1)c1ccco1 was read as DT40 TDP1 CPT -16%, KAT2A inh -6% and FEN1 inhibitor -3%.
O=C(CSc1nnc(-c2cccnc2)n1-c1ccccc1)Nc1ccccc1 was read as DT40 TDP1 CPT inconclusive, KAT2A inh -1% and FEN1 inhibitor -3%.
O=C(O)C1Nc2c(Cl)cc(Cl)cc2C2C=CCC12 (configuration not stated) was read as DT40 TDP1 CPT -9%, KAT2A inh 3.5µM* and FEN1 inhibitor 22µM*.
`CC(C)N(C(=O)[C@H]1CC(CC(=O)NCc2cccc(C(F)(F)F)c2)C(=O)N2CCc3c([nH]c4ccccc34)[C@]12C)C(C)C` (some centres not stated) gave DT40 TDP1 CPT 18µM*, KAT2A inh -16% and FEN1 inhibitor -10%.
`COc1ccc(C2=NO[C@@H]3[C@@H]4C[C@@H]([C@H]5C(=O)N(C)C(=O)[C@@H]45)[C@H]23)cc1` gave DT40 TDP1 CPT -19%, KAT2A inh -1% and FEN1 inhibitor 7%.
`CCCCn1c(=O)[nH]c(=O)c2c1nc(-c1cc(Br)ccc1OC)n2C` gave DT40 TDP1 CPT -2%, KAT2A inh -4% and FEN1 inhibitor 0%.
CN(C)S(=O)(=O)c1ccc(NC(=O)COC(=O)C2CC3CCCC(C2)C3=O)cc1 (configuration not stated) was read as DT40 TDP1 CPT -4%, KAT2A inh 1% and FEN1 inhibitor 4%.
CCC(C)[C@H](NC(=O)Nc1cccc(Cl)c1)C(=O)O (some centres not stated) was read as DT40 TDP1 CPT -3%, KAT2A inh -6% and FEN1 inhibitor 1%.
For Cc1ccc(-c2cc(N)n(-c3ccc(F)cc3)n2)cc1 the results were DT40 TDP1 CPT -3%, KAT2A inh -2% and FEN1 inhibitor -6%.
`CC1CCN(C(=O)NC(=O)c2ccccc2)CC1` gave DT40 TDP1 CPT 2%, KAT2A inh -16% and FEN1 inhibitor -3%.
For CCCSc1nnc(CSc2ncccn2)n1C the results were DT40 TDP1 CPT 5%, KAT2A inh -2% and FEN1 inhibitor -1%.
`COc1ccc(NC(=O)C(CC(C)C)NS(=O)(=O)c2ccc3c(c2)oc(=O)n3C)cc1Cl` (configuration not stated) gave DT40 TDP1 CPT -4%, KAT2A inh -6% and FEN1 inhibitor -5%.

Only part of the results is shown, so the mix of outcomes need not match the whole.
